Compound activity as filed in PubChem.
hERG rescue: hERG rescue from dofetilide block, primary screen, cell-based, CHO-hERG, FluxOR thallium flux, dofetilide IC70 | dofetilide IC70 present | Voltage-gated inwardly rectifying potassium channel KCNH2 (Homo sapiens), Q12809 | AID 1511, 2009 | activation (rescue from dofetilide block), less the hit threshold, % at 10 µM | hit rate 0.51% among 310,000;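 active = activation above the mean of controls blocked by dofetilide plus 5 SD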;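 also: thallium influx through hERG after potassium depolarization seen as dye fluorescence rise; in these data hits start at about 4.7%; inactives centre near -7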
HDAC3 inh: HDAC3 deacetylase inhibitors, primary screen, biochemical, fluorescence, cell-free homogeneous; inhibition, % at 8.3 µM; recombinant HDAC3, fluorogenic peptide/trypsin coupled; Histone deacetylase 3 (Homo sapiens), O15379; hit rate 0.15% among 320,000; in the data active = inhibition above about 26%, passing the limit was not always enough
TRPC4 PAM: positive allosteric modulators of TRPC4, primary screen, cell-based, mouse TRPC4beta, HEK293 mu-opioid, Fluo-4 calcium; DAMGO EC20, Fluo-4 Ca2+ flux; stronger effect = higher value; B-score at 10 µM; hit rate 0.42% among 310,000; AID 2227, 2009; Short transient receptor potential channel 4 (Mus musculus), Q9QUQ5;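 active = B-score of calcium response area above 5 SD of library B-scores, with initial fluorescence ratio within 5 SD of library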;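 also: B-score of integrated fluorescence ratio over time as area under calcium response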
KCNQ1 act: potentiators or activators of KCNQ1 channel, primary screen, cell-based, thallium flux, high-throughput. Potassium voltage-gated channel subfamily KQT member 1 (Homo sapiens), P51787. CHO-K1 KCNQ1, thallium flux FluxOR fluorescence; stronger effect = higher value. B-score at 10 µM. hit rate 0.35% among 310,000. AID 2648, 2010;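 active = fluorescence ratio B-score, a plate-corrected score, at least three library SD, with initial intensity B-score within 5 SD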
Target sequence (P51787 whole entry, looked up): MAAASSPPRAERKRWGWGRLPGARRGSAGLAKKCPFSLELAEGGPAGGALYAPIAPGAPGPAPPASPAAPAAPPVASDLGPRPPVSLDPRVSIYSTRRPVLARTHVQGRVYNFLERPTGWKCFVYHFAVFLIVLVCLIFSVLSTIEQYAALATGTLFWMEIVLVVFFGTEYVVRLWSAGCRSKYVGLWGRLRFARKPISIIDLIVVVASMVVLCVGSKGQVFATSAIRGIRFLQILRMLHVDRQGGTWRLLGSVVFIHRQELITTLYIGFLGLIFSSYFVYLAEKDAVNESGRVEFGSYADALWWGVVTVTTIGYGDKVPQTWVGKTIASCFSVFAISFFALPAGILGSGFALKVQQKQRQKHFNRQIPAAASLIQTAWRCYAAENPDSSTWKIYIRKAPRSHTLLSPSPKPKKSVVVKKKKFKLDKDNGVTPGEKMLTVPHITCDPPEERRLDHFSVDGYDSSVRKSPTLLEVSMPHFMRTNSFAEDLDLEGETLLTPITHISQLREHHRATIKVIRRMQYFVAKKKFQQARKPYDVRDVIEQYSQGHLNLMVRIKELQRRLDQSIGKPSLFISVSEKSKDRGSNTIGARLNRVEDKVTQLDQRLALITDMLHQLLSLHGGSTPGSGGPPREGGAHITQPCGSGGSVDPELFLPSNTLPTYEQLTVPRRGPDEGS
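Assay system: CHO-K1 cells stably expressing KCNQ1; Medium: assay buffer with matched DMSO; Also added: K+/Tl+ depolarizing stimulus; Dosing: single dose; Timing: dye 90 min, compound 20 min, room temperature; Measured by: kinetic FluxOR thallium fluorescence, 10-s 1-Hz baseline, 110-s post-stimulus read; Read-out: peak-minus-minimum fluorescence over initial fluorescence, negative-control normalized, B-scored.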
KCNK3 block: human KCNK3 channel inhibitors, primary screen, CHO cells, FluxOR thallium flux, B-score. Potassium channel subfamily K member 3 (Homo sapiens), O14649. FluxOR fluorescence; stronger effect = lower value. B-score at 10 µM. hit rate 0.84% among 340,000;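 active = B-score under library mean minus 4 SD, starting fluorescence ratio at most library mean plus 5 SD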;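 also: more negative B-score means stronger inhibition of thallium flux through KCNK3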
Target sequence (O14649 whole entry, looked up): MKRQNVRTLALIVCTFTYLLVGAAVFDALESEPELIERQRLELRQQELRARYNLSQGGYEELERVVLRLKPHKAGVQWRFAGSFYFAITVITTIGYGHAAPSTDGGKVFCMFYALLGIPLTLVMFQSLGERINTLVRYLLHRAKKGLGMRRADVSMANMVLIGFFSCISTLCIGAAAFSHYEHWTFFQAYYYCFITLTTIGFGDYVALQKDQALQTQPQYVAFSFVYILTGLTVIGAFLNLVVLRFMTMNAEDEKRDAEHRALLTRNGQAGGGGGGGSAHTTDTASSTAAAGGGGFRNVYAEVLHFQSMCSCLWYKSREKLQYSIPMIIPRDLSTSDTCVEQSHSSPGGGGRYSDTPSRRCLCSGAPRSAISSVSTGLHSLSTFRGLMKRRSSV
TRPC4 act: activators of mouse TRPC4 channel, primary screen, Fluo4 calcium, HEK293 TRPC4beta/mu-opioid cells; Short transient receptor potential channel 4 (Mus musculus), Q9QUQ5; Fluo4 calcium fluorescence; stronger effect = higher value; B-score at 10 µM; hit rate 0.49% among 310,000;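 active = B-score above 5 SD of library B-scores, and initial fluorescence ratio not above library mean plus 5 SD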;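 also: positive B-score marks a calcium rise read as TRPC4 activation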
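Test system: HEK293 cells stably co-expressing mouse TRPC4beta and mu-opioid receptor | Schedule: Fluo4 dye loading 45 min at room temperature, 110 s recording | Measured by: Kinetic Fluo4 calcium fluorescence, 5 s baseline at 1 Hz | Evaluation: B score of integrated ratio | Controls: Buffer (low) and maximal DAMGO (high)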
ANO1 block: TMEM16A chloride channel inhibitors, primary screen, cell-based, HTS. Anoctamin-1 (Mus musculus), Q8BHY3. HEK293 TMEM16A/YFP iodide influx fluorescence, ionomycin. normalized B-score (activity score, 25-100; higher = stronger inhibition) at 10 µM. hit rate 1.2% among 310,000. AID 588511, 2011;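 active = ratio plate-corrected score three or more library SD toward inhibition, starting fluorescence score within five deviations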;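 also: score derived from kinetic fluorescence span divided by baseline fluorescence per well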
KCNQ1 block: inhibitors of human KCNQ1 channel, primary screen, cell-based, thallium flux, high-throughput | CHO-K1 KCNQ1, FluxOR thallium flux fluorescence; stronger effect = higher value | B-score at 10 µM | hit rate 1.3% among 310,000;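 active = compounds whose thallium flux B-score, printed positive for inhibition, exceeds three library SD while starting fluorescence stays within three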;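 also: channel opened by potassium depolarization with thallium stimulus after 20 min compound exposure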
Dyrk1A ADPGlo: rat Dyrk1A kinase inhibitors, primary screen, biochemical, single point, plate reader | hit rate 0.43% among 310,000 | Dual specificity tyrosine-phosphorylation-regulated kinase 1A (Rattus norvegicus), Q63470 | AID 504441, 2011 | inhibition, % at 12.5 µM | ADP-Glo luminescence, NFATc1 peptide; in the data active = inhibition above about 50%;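 also: plate controls were vehicle with enzyme for no effect and no enzyme for full effect; many of its hits are not listed in these tables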
KCNK9 inh: KCNK9 potassium channel inhibitors, primary screen, HEK293 cells, thallium flux; Potassium channel subfamily K member 9 (Homo sapiens), Q9NPC2; FluxOR thallium flux fluorescence; stronger effect = lower value; B-score at 10 µM; hit rate 1.2% among 310,000; AID 488922, 2010;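 active = ratio B-score over 3 SD below the library mean, with starting fluorescence within 5 SD of its mean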;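 also: negative B-score means less thallium flux so channel inhibition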
ANO1 activ: TMEM16A chloride channel activators or potentiators, primary screen, cell-based, HTS. HEK293 TMEM16A/YFP-H148Q/I152L, iodide quench fluorescence; stronger effect = lower value. AID 623877, 2012. hit rate 0.3% among 340,000. B-score at 10 µM. Anoctamin-1 (Mus musculus), Q8BHY3;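 active = fluorescence-ratio B-score plate-corrected deviation score at least 3 library SD below zero, with starting fluorescence score within 5 deviations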;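 also: channel opened by trigger with iodide after compound preincubation; score built on the fluorescence ratio of max minus min over baseline; more negative score means more quench and so TMEM16A activation or potentiation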
* hit, by the source's call; i = inactive; . = not tested or not shown. A portion of the library; the hit share may differ from the screen's.

Below each compound: hERG rescue | HDAC3 inh | TRPC4 PAM | KCNQ1 act | KCNK3 block | TRPC4 act | ANO1 block | KCNQ1 block | Dyrk1A ADPGlo | KCNK9 inh | ANO1 activ
- CCC(=O)N(CC)c1nc(-c2cc(OC)ccc2OC)cs1
 : -6 | 5 | i | i | i | i | i | i | 14 | i | i
- COc1ccc(OC)c(NC(=O)CSc2nnc(C)n2Cc2ccccc2)c1
 : -3 | 8 | i | i | i | i | i | i | 0 | i | i
- Cc1ccc(-c2cc(=O)c3ccc(F)cc3[nH]2)cc1
 : -4 | 3 | i | i | i | i | i | i | 3 | i | i
- Cc1nc2c(n1O)CCC/C2=N\O
 : -5 | 3 | i | i | i | i | i | i | -1 | i | i
- CCOC(=O)CCCNC(=O)COC(=O)c1cccc(C)c1O
 : 0 | -3 | i | i | i | i | i | i | 1 | i | i
- CC(=O)Nc1cccc(C(=O)OCc2ccccc2)c1
 : -10 | -1 | i | i | i | i | i | i | 4 | i | i
- COc1cccc(C(=O)NCCS(=O)(=O)N(C)Cc2ccccc2)c1
 : -10 | 3 | i | i | i | i | i | i | . | i | i
- CC(C)(C)NC(=S)NCc1ccncc1
 : -6 | -1 | i | i | i | i | i | i | 1 | i | i
- COc1ccc(Oc2c(Cl)cnn(-c3ccc(C)cc3)c2=O)cc1
 : -15 | -1 | i | i | i | i | i | i | 7 | i | i
- O=c1c(Cl)c(Cl)cnn1-c1ccccc1
 : -26 | . | i | i | i | i | . | i | -6 | i | i
- COc1ccccc1NC(=S)NC(NC(=O)C(C)C)C(Cl)(Cl)Cl (configuration not stated)
 : -1 | -3 | i | i | i | i | i | i | 3 | i | i
- O=C(Cn1cc(C(F)(F)F)cc(Cl)c1=O)Nc1cc(Cl)cc(Cl)c1
 : -2 | -8 | i | i | i | i | i | i | 4 | i | i
- Cc1cnc(C)c(N2CCC(C(=O)NCc3ccco3)CC2)n1
 : -7 | 4 | i | i | i | i | i | i | 34 | i | i
- CCN1C(=O)[C@H]2[C@@H](c3ccc(C)cc3)N3C(=O)N(c4ccccc4)C(=O)[C@@]3(C)[C@H]2C1=O
 : -2 | -1 | i | i | i | i | i | i | 2 | i | i
- COC(=O)c1cccc(NC(=S)NCc2ccc(F)cc2)c1
 : -3 | 5 | i | i | i | i | i | i | 7 | i | i

(next part)
Below each compound: hERG rescue | HDAC3 inh | TRPC4 PAM | KCNQ1 act | KCNK3 block | TRPC4 act | ANO1 block | KCNQ1 block | Dyrk1A ADPGlo | KCNK9 inh | ANO1 activ
- COc1ccccc1OCCn1c(=S)[nH]c2ccccc21
 : -1 | 14 | i | i | i | i | i | i | -1 | i | i
- Cc1ccc(S(=O)(=O)N2CN(Cc3ccco3)c3nc4ccccc4nc32)cc1C
 : -8 | -2 | i | i | i | i | i | i | 8 | i | i
- N#C/C(=C\c1ccccc1)C(=O)Nc1nncs1
 : -12 | 1 | i | i | i | i | i | i | -1 | i | i
- O=C(c1ccc(CS(=O)(=O)c2ccc(Br)cc2)o1)N1CCN(c2ccc(F)cc2)CC1
 : -6 | 5 | i | i | i | i | i | i | -2 | i | i
- Cc1ccc(C2=NN(C(=O)c3ccccc3F)C(c3ccccc3F)C2)cc1 (configuration not stated)
 : -5 | . | i | i | i | i | i | 7* | -4 | i | i
- Cc1ccc(CNC(=O)CCSCCC(=O)NCc2ccc(C)cc2)cc1
 : 2 | -5 | i | i | i | i | i | i | -5 | i | i
- COc1ccccc1CNC(=O)CC(C)c1ccccc1 (configuration not stated)
 : -6 | 0 | i | i | i | i | i | i | . | i | i
- CCC(C)NC(=O)CN(C1CCCCC1)S(=O)(=O)c1ccc(F)cc1 (configuration not stated)
 : -7 | -1 | i | i | i | i | i | i | 4 | i | i
- Cc1ccc(-c2nn3c(C)nnc3c3ccccc23)cc1S(=O)(=O)NC(C)c1ccccc1 (configuration not stated)
 : -19 | -2 | i | i | i | i | i | i | -10 | i | i
- C=CCn1c(SCC(=O)N2CCOCC2)nc2scc(-c3ccco3)c2c1=O
 : -7 | 10 | i | i | i | i | i | i | 16 | i | i
- Cc1ccc(CNC(=O)Nc2ccc(C)cc2)cc1
 : -11 | 0 | i | i | i | i | i | i | -67 | i | i
- CCOC(=O)CC(NC(=O)c1cc2cccc(OC)c2oc1=O)c1ccc(OC)cc1 (configuration not stated)
 : -6 | -1 | i | i | i | i | i | i | 9 | i | i
- COCCn1c(=O)[nH]c2cc(C(=O)N3CCN(c4ccccc4OC)CC3)ccc2c1=O
 : -14 | -2 | i | i | i | i | i | i | -8 | i | i
- Cc1cc(NC(=O)C(C)SCC(=O)Nc2ccc(SC(F)F)cc2)no1 (configuration not stated)
 : -14 | 0 | i | i | i | i | i | i | . | i | i
- Cc1n[nH]c(=O)n1-c1ccc(OC(F)(F)F)cc1
 : -4 | -3 | i | i | i | i | i | i | -2 | i | i

3 entries from above in another layout.
> Cc1ccc(CNC(=O)CCSCCC(=O)NCc2ccc(C)cc2)cc1
- hERG rescue: 2
- HDAC3 inh: -5
- TRPC4 PAM: i
- KCNQ1 act: i
- KCNK3 block: i
- TRPC4 act: i
- ANO1 block: i
- KCNQ1 block: i
- Dyrk1A ADPGlo: -5
- KCNK9 inh: i
- ANO1 activ: i

> COc1ccccc1CNC(=O)CC(C)c1ccccc1 (configuration not stated)
- hERG rescue: -6
- HDAC3 inh: 0
- TRPC4 PAM: i
- KCNQ1 act: i
- KCNK3 block: i
- TRPC4 act: i
- ANO1 block: i
- KCNQ1 block: i
- Dyrk1A ADPGlo: .
- KCNK9 inh: i
- ANO1 activ: i

> CCC(C)NC(=O)CN(C1CCCCC1)S(=O)(=O)c1ccc(F)cc1 (configuration not stated)
- hERG rescue: -7
- HDAC3 inh: -1
- TRPC4 PAM: i
- KCNQ1 act: i
- KCNK3 block: i
- TRPC4 act: i
- ANO1 block: i
- KCNQ1 block: i
- Dyrk1A ADPGlo: 4
- KCNK9 inh: i
- ANO1 activ: i

Carrying on.
SMILES,hERG rescue,HDAC3 inh,TRPC4 PAM,KCNQ1 act,KCNK3 block,TRPC4 act,ANO1 block,KCNQ1 block,Dyrk1A ADPGlo,KCNK9 inh,ANO1 activ
O=C(Cc1cccs1)N=Nc1c(O)[nH]c2ccccc12,-15,5,i,i,i,i,i,i,17,i,i
CC1CN(c2ccc([N+](=O)[O-])cc2C(=O)N2CCOCC2)CC(C)N1 (configuration not stated),-2,4,i,i,i,i,i,i,-4,i,i
CCCOc1ccc(C(=O)CCNC(Cc2c[nH]c3ccccc23)C(=O)O)cc1 (configuration not stated),-4,2,i,i,i,i,i,i,-2,i,i
CCN(CC)S(=O)(=O)c1cccc(C(=O)N/N=C(\C)c2cccs2)c1,-6,0,i,i,i,i,i,i,-3,i,i
CCn1ccnc1CN(C)Cc1nc(Cc2cccc(C(F)(F)F)c2)no1,-2,1,i,i,i,i,i,i,-1,i,i
CC1CCC(C(C)C)C(OCC(O)CN2CCN(Cc3ccccc3)CC2)C1 (configuration not stated),-16,10,i,i,i,i,i,i,0,i,i
O=c1[nH]cccc1-c1nc2ccccc2n1Cc1ccccc1F,-10,-46,i,i,i,i,i,i,0,i,i
CN(C)c1ccc(NC(=O)CC2NCCNC2=O)cc1 (configuration not stated),-18,-2,i,i,i,i,i,i,.,i,i
Cc1cc(N/N=C/c2ccc(O)c(C)c2O)nc(-c2ccccc2O)n1,-15,5,i,i,i,i,i,i,.,i,i
O=[N+]([O-])c1ccc(-c2ccc(/C=N/Nc3nc(N4CCCC4)nc(N4CCCC4)n3)o2)cc1,-19,-1,i,i,-9.8*,i,i,7*,-1,i,i
COc1ccc(Cl)cc1Nc1nc(-c2sc(NC(=O)C(C)(C)C)nc2C)cs1,-5,6,i,i,i,i,i,i,-7,i,i
Cc1ccc(C(c2nnnn2C2CCCC2)N2CCN3CCCC3C2)cc1 (configuration not stated),-13,4,i,i,i,i,i,i,0,i,i
Cc1nnc(SCc2cc(=O)[nH]c(N3CCN(Cc4ccccc4)CC3)n2)s1,-6,-4,i,i,i,i,i,i,.,i,i
CCC(c1nnnn1Cc1ccc(F)cc1)N(CCCO)Cc1cc2cc3c(cc2[nH]c1=O)OCO3 (configuration not stated),-11,10,i,i,i,i,i,i,-4,i,i
Cc1ccc(N2C(=O)CC(Sc3nc(C)cc(C)n3)C2=O)cc1 (configuration not stated),-6,-2,i,i,i,i,i,i,16,i,i
c1ccc2c(c1)CCCN2Cc1nnnn1CC1CCCO1 (configuration not stated),-20,9,i,i,i,i,i,i,3,i,i
CC(C)Oc1ccc(C2CC(=O)N(c3cccc(C(=O)O)c3)C2=O)cc1 (configuration not stated),-4,0,i,i,i,i,i,i,3,i,i
COc1ccc(-c2csc(NNC3=NCCCCC3)n2)cc1,-5,11,i,i,.,i,i,i,.,i,.
Cc1ccc(-c2csc(NC(=O)CCNC(=O)c3ccco3)n2)cc1,-14,10,i,i,i,i,i,i,-5,i,i
COc1ccc(S(=O)(=O)Nc2ccc(N3CCOCC3)nc2)cc1,-5,-1,i,i,i,i,i,i,2,i,i
CCc1nnc(NC(=O)CSc2nnc(COc3ccc(C#N)cc3)n2-c2ccccc2)s1,0,-4,i,i,i,i,i,i,6,i,i
Cc1ccc(C)c(S(=O)(=O)N2CCN(C(=O)c3ccnn3C)CC2)c1,-8,1,i,i,i,i,i,i,3,i,i
CC(=O)N(C(C)=O)c1ccc2nc(C)[nH]c(=O)c2c1,-1,-3,i,i,i,i,i,i,-2,i,i
